GLS inh = qHTS for Inhibitors of Glutaminase (GLS); Glutaminase kidney isoform, mitochondrial (Homo sapiens), O94925; GLS enzymatic activity, qHTS titration; Potency, µM (highest dose often 45.5 µM), for the others: top-dose activity change, negative = inhibition, actives largely listed as inhibitors; 0.21% of 410,000 active; AID 624170, 2012; also: % is scaled to controls: 0 for no effect and ±100 for the full control effect
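Read-out is an Amplex red fluorescence increase coupled through glutamate oxidase and HRP, measured before and after 30 min room-temperature incubation. hKGA is in 45 mM KH2PO4 (pH 8.2) with 0.02% Tween-20; glutamine added as 1mM solution.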
Pin1 inhibitor = qHTS Assay to Find Inhibitors of Pin1 | Pin1 FP peptide displacement, HiFluor488, 10 min | Peptidyl-prolyl cis-trans isomerase NIMA-interacting 1 (Homo sapiens), Q13526 | 0.009% of 390,000 active | Potency, µM (highest dose often 115 µM), for inactives: at the highest dose activity, negative = inhibition, hits mostly inhibitors; active = well fitted inhibition curve with a large enough effect in the polarisation, with a control signal flat, not every such curve was filed as active; inconclusive = small, poorly fitted or top-dose-only effect, or effect the other way, or a change in a side signal; inactive = no such curve, though single readings can be large or run the other way; the % refers to the polarisation; also: % is scaled to controls: 0 for no effect and ±100 for the full control effect
Target sequence (Q13526 whole entry, looked up): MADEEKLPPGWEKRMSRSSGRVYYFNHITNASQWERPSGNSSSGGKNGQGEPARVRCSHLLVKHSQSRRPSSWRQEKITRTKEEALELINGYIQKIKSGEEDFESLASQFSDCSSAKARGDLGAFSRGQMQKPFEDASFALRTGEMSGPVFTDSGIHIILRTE
rTrxR1 inhibitor = qHTS Assay for Inhibitors of Mammalian Selenoprotein Thioredoxin Reductase 1 (TrxR1): qHTS. Thioredoxin reductase 1, cytoplasmic (Rattus norvegicus), O89049. recombinant rTrxR1, NADPH fluorescence consumption, selenite substrate. Potency, µM (top dose mostly 114 µM), for the others: at the top dose activity change, negative = inhibition, usual class: inhibitors. 1% of 390,000 active. AID 588453, 2011; also: % is scaled to controls: 0 for no effect and ±100 for the full control effect; nearly all actives have a fitted effect of over 65% in size
Target sequence (O89049 whole entry, looked up): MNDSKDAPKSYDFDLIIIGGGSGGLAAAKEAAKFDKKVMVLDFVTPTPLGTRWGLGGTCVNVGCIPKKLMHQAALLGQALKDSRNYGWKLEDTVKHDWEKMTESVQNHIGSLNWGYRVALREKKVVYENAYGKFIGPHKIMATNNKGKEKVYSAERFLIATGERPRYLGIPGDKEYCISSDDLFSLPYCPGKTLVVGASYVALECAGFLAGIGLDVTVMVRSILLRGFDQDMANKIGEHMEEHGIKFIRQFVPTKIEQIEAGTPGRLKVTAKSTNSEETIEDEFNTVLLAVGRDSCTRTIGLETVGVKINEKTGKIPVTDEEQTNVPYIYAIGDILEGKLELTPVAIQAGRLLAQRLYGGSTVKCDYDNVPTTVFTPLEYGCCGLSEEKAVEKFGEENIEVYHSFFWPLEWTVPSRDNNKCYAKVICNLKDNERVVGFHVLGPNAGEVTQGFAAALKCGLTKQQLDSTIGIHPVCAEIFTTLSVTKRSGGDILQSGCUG
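Rat TrxR1 (90 nM in the dispensed reagent) was pre-reduced with 400 uM NADPH for 5 min at room temperature, then incubated with compound for 15 min. After 400 uM selenite was added, NADPH fluorescence (Ex 340/Em 450 nm) was followed for 8 min.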
JMJD2A Tudor inh = qHTS Assay for Inhibitors of JMJD2A-Tudor Domain; Lysine-specific demethylase 4A (Homo sapiens), O75164; AlphaScreen JMJD2A-Tudor / H3K4me3 peptide binding; Potency, µM (highest dose often 114 µM), for the others: at the top dose activity change, negative = inhibition, actives largely listed as inhibitors; 4.4% of 390,000 active; also: % is scaled to controls: 0 for no effect and ±100 for the full control effect; nearly all actives have a fitted effect of over 50% in size
RGS4 inh = Inhibitors of Regulator of G Protein Signaling (RGS) 4: qHTS | Regulator of G-protein signaling 4 (Homo sapiens), P49798 | Transcreener GDP fluorescence polarization, RGS4-accelerated GTP hydrolysis | Potency, µM (titrated, usually from 114 µM), without a hit: at the top dose activity change, negative = inhibition, actives largely listed as inhibitors | 0.039% of 390,000 active | AID 504845, 2011; also: % is scaled to controls: 0 for no effect and ±100 for the full control effect; nearly all actives have a fitted effect of over 75% in size; some results filed as inactive show a strong effect at the top dose
Target sequence (P49798 whole entry, looked up): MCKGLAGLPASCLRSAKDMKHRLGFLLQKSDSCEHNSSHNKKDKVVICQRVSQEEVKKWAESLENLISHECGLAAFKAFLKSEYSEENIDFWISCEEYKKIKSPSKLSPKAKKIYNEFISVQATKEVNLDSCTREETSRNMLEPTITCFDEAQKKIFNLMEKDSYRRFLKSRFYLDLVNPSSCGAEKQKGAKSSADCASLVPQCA
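MLSMR compounds (23 nl, pin-transferred) preincubated 10 min at room temperature with a 500nM (2x) first reagent, then RGS4 at 900nM (2x) plus Transcreener GDP mix added; fluorescence polarization (620/688 nm) read before and after 90 min at 30 °C.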
ERG Ets-DNA blk = qHTS for Small Molecule Inhibitors of the ERG Ets/DNA interaction. AID 624246, 2012. Potency, µM (highest dose often 76.9 µM), inactives show at the top dose FP activity, negative = inhibition, hits mostly inhibitors. 0.028% of 370,000 active. fluorescence polarization, His-ERG Ets domain / labelled DNA; active = well fitted inhibition curve with a large enough effect in the polarisation, with a control signal flat; inconclusive = small, poorly fitted or top-dose-only effect, or effect the other way, or a change in a side signal; inactive = no such curve, though single readings can be large or run the other way; the % refers to the polarisation;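 also: polarization taken with two DNA probes labelled with fluorescein and Texas red; % of control where 0% means no effect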
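His-tagged ERG Ets domain (1 uM in the protein solution; 300mM KCl, 50mM Tris-HCl, 1mM EDTA, 1mM DTT, pH 7.5) received compound, then a probe mix of 5 nM fluorescein-DNA and 100nM Texas-615-DNA. Fluorescence polarization was read for both dyes.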
ALOX12 inh = Primary qHTS assay for inhibitors of human arachidonate 12S-lipoxygenase (ALOX12): Round 2 | Polyunsaturated fatty acid lipoxygenase ALOX12 (Homo sapiens), P18054 | purified 12hLO, xylenol orange hydroperoxide absorbance | Potency, µM (top dose mostly 108 µM), inactives show at the highest dose activity change, negative = inhibition, actives largely listed as inhibitors | 1.1% of 580,000 active | AID 1671190, 2021; also: % is scaled to controls: 0 for no effect and ±100 for the full control effect
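Hydroperoxide product was detected by ferrous iron/xylenol orange as the 573 to 405 nm absorbance ratio. Arachidonic acid at 40 uM (final) was turned over for 30 min at room temperature by 150 nM human 12hLO, pH 7.0 Hepes buffer, after 15 min compound preincubation.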
Tb PGK inh = qHTS Assay to Find Inhibitors of Phosphoglycerate Kinase. Potency, µM (top dose mostly 57.5 µM), for inactives: at the top dose activity change, negative = inhibition, usual class: inhibitors. 0.043% of 380,000 active. PGK/GAPDH coupled, Kinase-Glo luminescence, 60 min; also: % is scaled to controls: 0 for no effect and ±100 for the full control effect; nearly all actives have a fitted effect of over 60% in size
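Luminescent ATP detection (Kinase-Glo Plus) follows a 60-minute room-temperature incubation, with wells lacking PGK as controls. Buffer: 100 mM TEA (pH 7.6), 5 mM MgCl2, 0.01% Tween-20. Coupling enzyme GAPDH (100 nM final) supplies unstable 1,3-BPG in-well.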
HP1b binding inh = HTS for Inhibitors of HP1-beta Chromodomain Interactions with Methylated Histone Tails; Chromobox protein homolog 1 (Homo sapiens), P83916; Potency, µM (top dose mostly 114 µM), without a hit: at the highest dose activity change, negative = inhibition, usual class: inhibitors; 0.56% of 390,000 active; AlphaScreen HP1-beta / biotin-H3K9me3 peptide binding; also: nearly all actives have a fitted effect of over 70% in size; inactives centre near 23
Target sequence (P83916 whole entry, looked up): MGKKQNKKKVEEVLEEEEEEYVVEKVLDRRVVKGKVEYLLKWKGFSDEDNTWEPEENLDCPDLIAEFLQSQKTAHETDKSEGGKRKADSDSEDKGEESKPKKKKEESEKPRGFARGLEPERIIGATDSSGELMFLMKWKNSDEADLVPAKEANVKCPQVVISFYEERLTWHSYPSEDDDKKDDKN
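Compound inhibition of the preformed complex between 50 nM HP1-beta and 50 nM biotinylated H3K9me3 peptide was read by AlphaScreen. Buffer was PBS pH 7.4 with 0.01% Tween-20. Incubations ran 30 min at room temperature, with 10 ug/mL donor/acceptor beads.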
Starred values were filed as active, the others as inactive; i = inactive; ? = inconclusive; . = no result given; & = joins results of further samples; [ ] = remark or other dose. Unless noted, calls follow the shape of the dose curve; as a rule, active = well fitted curve in the direction sought with a large enough effect; inconclusive = small, poorly fitted or top-dose-only effect, or another doubt; inactive = no such curve, though single readings can be large; an effect the other way counts as inactive or inconclusive. Potency is read from the fitted curve at half-maximal effect. An excerpt (hit frequency here may not be typical).

Value order: GLS inh	Pin1 inhibitor	rTrxR1 inhibitor	JMJD2A Tudor inh	RGS4 inh	ERG Ets-DNA blk	ALOX12 inh	Tb PGK inh	HP1b binding inh
> Cc1onc(-c2c(F)cccc2Cl)c1C(=O)NC(=S)Nc1c(C)n(C)n(-c2ccccc2)c1=O
  11%	7%	1%[57.1 µM]	-14%	-1%	4%	2%	5%	23%
> CC1(C)CC(Cc2nc(=S)[nH][nH]2)C(=O)O1 (centres undefined)
  2%	6%	-19%	50µM*	-27%	-5%	-11%	-4%	24%
> Cc1ccc(NC(=O)NC(=O)CSc2nnnn2C)c(C)c1
  -6%	0%	24%	-7%	2%	0%	?	-6%	25%
> CS(=O)(=O)c1ccc(C(=O)OCC(=O)NCC2CCCO2)cc1[N+](=O)[O-] (centres undefined)
  .	11%	3.5µM*	-9%	4%	.	.	.	30%
> O=C(NCc1ccccc1)C1=C[C@@H](c2ccccc2)C[C@@H](OCCCCO)O1
  -6%	-2%	14%[57.1 µM]	-10%	-9%	14%	?	-6%	49%[activator]
> COC(=O)c1cc(-c2ccc(OC)c(OC)c2)c2c(=O)[nH]c(=O)n(C)c2n1
  0%&7%	4%&-5%	18%&-6%	-7%&-5%	-1%&2%	27%&4%	-4%&-3%	i	42%&28%[activator]
> COc1ccc(CNC(=O)C(C)OC(=O)Cn2cnc3c2c(=O)n(C)c(=O)n3C)cc1 (centres undefined)
  -5%	0%	1%	-16%	-3%	-4%	-26%	-11%	35%
> C=CCc1cccc2cc(C(=O)NNC(=O)c3ccncc3)c(=O)oc12
  0%	3%	6%	-20%	-37%	-6%	12%	-2%	-2%
> CC(C)(C)CN1CCNC[C@H]1Cc1cccc2ccccc12
  2%	4%	?	-28%	-34%	-4%	2%	-7%	34%
> CC1CCN(c2nc3c(-c4cccc(Br)c4)nnn3c3ccccc23)CC1
  -1%	-13%	9%	-10%	11%	-1%	-22%	i	43%[activator]
> CC1(C)CC(=O)C(C=NCCCO)=C(O)C1
  3%	0%	-4%	-15%	31%	.	3%	1%[11.5 µM]	45%[activator]
> Cc1csc2c(N3CCCCC3)ncnc12
  -2%	1%	17%	-7%	18%	-6%	?	-4%	20%
> Cc1cc(=O)oc2cc(OCC(=O)NC3CCN(Cc4ccccc4)CC3)c(Cl)cc12
  -1%	-5%	5%	-6%	-7%	-11%	-15%	-2%	46%[activator]
> CCOC(=O)c1ccc(-c2cc(C)no2)[nH]1
  3%	2%	-14%	-11%	23%	-7%	15%	0%	4%
> CC1(C)CC(=O)C(C=NCCN2CCN(C(=S)Nc3cccc(Cl)c3)CC2)=C(O)C1
  20%	1%	15%	-14%	-8%	-4%	10%	21%	29%
> CN1C[C@@H]2[C@@H]3C(=O)N(C)C(=O)[C@@H]3[C@](C)(C1=O)N2C(=O)c1ccc(C(F)(F)F)cc1
  1%	-1%	-4%[57.1 µM]	-8%	0%	-10%	?	-7%	31%
> O=C1NC2(CCCCCC2)Cc2ccccc21
  -2%	1%	7%	-12%	0%	-1%	-19%[57.4 µM]	.	16%
> CC/C(=N/Nc1ccccc1C)c1cnnc(SC)n1
  1%	-3%	6%	-33%	14%	6%	-9%	0%	-8%
> Cn1nnnc1SCC(=O)Nc1cc(S(=O)(=O)N2CCCCC2)ccc1Cl
  -12%	0%	36%[activator]	-2%	5%	9%	-2%	-11%	7%
> Cc1ccc(C(=O)OCC(=O)NCCN2C(=O)CSC2=O)cc1
  -15%	0%	19%[57.1 µM]	-4%	-5%	?	6%	i	12%
> COc1cccc(OCCCN2CCCCCC2)c1
  -8%	0%	32%	?	18%	7%	-2%	5%	4%
> O=C(/C=C/c1c(Cl)cccc1Cl)N1CCN(c2ncccn2)CC1
  7%	-9%	7%[57.1 µM]	-8%	4%	-4%	0%	-7%	7%
> CC1=[N+](C)N(c2ccccc2)C(=O)C1N=Cc1ccc(Cl)cc1 (centres undefined)
  -1%	-6%	-13%	1%	-3%	14%	-1%	i	44%
> CC1(C)C(=O)C=CC(=O)C(C)(C)C(=O)C=CC(=O)C(C)(C)C2=CC=C(O2)C(C)(C)C(=O)C=CC1=O
  -4%	-16%	16µM*	-10%	?	.	-8%	-8%	36%
> O=C(Nc1nc(-c2ccccc2)cs1)c1cccnc1
  6%	?	-17%	-27%	-21%	-15%	11%	.	23%
> Fc1ccc(CNc2ccc(N3CCN(Cc4ccccc4)CC3)cc2)cc1
  20%	?	13%	20µM*	-15%	-10%	276%[activator]	-1%	22µM*
> O=C1OCCC1Sc1nnc2c(n1)[nH]c1ccccc12 (centres undefined)
  .	1%	-7%	-10%	-27%	.	.	.	20%
> Cc1ccc(C(=O)NC(=S)NCCN2CCOCC2)cc1
  16%	2%	-6%	-16%	1%	1%	-1%	13%	10%
> CNC(=O)c1ccc(NC(=O)/C=C/c2cccc(F)c2)cc1
  9%	5%	19%	3%	-9%	-4%	?	5%	31%
> CS/C(N)=N/N=C/c1c(O)ccc2ccccc12
  0%	-1%	-18%	-17%[11.4 µM]	14%[11.4 µM]	0%	?	-4%	61%[activator]
> Cc1cc2[nH]c(=O)c(=O)[nH]c2cc1S(=O)(=O)N1CCN(c2cccc(C)c2C)CC1
  1%&0%	41%&61%[activator]	15%[57.1 µM]	?	-16%&-20%	-3%&-2%	215%&-15%[activator]	-19%&-14%	28%&12%
> CCN(CC)C(=O)CSc1nc2cc3c(cc2c(=O)n1CCCC(=O)NCc1ccc2c(c1)OCO2)OCO3
  10%	7%	8%[57.1 µM]	-13%	7%	0%	?	i	36%
> CCOC(=O)/C(C#N)=C(\N)C(C)C(=O)Nc1ccccn1 (centres undefined)
  3%	0%	15%[57.1 µM]	-20%	-18%	2%	i	0%	17%
> Cc1cc(Br)ccc1NC(=O)CNC(=O)CSc1n[nH]c(N)n1
  1%	-9%	20%	-26%	-3%	2%	5%	-3%	36%[activator]
> Cn1c(=O)cc(OCCCC(=O)Nc2ccc(F)cc2)c2ccccc21
  0%	7%	7%	4%	-1%	-4%	2%	-2%	47%[activator]
> S=c1[nH]nc(-c2cc(-c3ccccc3)n[nH]2)n1/N=C/c1ccc(Cl)c(Cl)c1
  -14%	?	-7%[11.4 µM]	50µM*	?	3%	?	-23%	129%[activator]
> CN(c1ccc(C(=O)NCCSCc2ccccc2)cc1)S(=O)(=O)c1ccccc1
  5%	16%	-8%	-14%	-4%	9%	7%	0%	4%
> O=c1[nH]c(-[n+]2ccccc2)c(/C=N/NC([S-])=Nc2ccccc2)s1
  ?	?	5%[57.1 µM]	-28%	-35%	11%	11%	i	-6%
> COc1ccccc1-c1c(C)oc2c(CN3CCN(C)CC3)c(O)ccc2c1=O
  3%	0%	59%[activator]	-16%	12%	8%	0%	-2%	30%
> COCC(=O)OC1CCn2c1nc1c2C(=O)C(C)=C(NC(C)=O)C1=O (centres undefined)
  ?	?	?	-28%	-38%	.	-27%	-28%	14%
> COc1ccc(NC(=O)CC2C(=O)N(c3ccccc3)C(=O)N2CCc2sccc2C)cc1 (centres undefined)
  -4%	-2%	12%	-12%	-14%	1%	-18%	-4%	45%[activator]
> S=C(Nc1cccc(Cl)c1)N1CCN(Cc2ccccc2)CC1
  -2%	4%	-19%	-11%	-27%	-4%	14%	-4%	32%
> O=C(CSCc1ccccc1)N/N=C/c1cc2c(cc1Br)OCO2
  2%	0%	11%	-22%	1%	1%	8%	-9%	5%
> COc1ccc(/C(O)=C/C(=O)C(=O)NNC(=O)C(O)(c2ccccc2)c2ccccc2)cc1
  17%	-15%	4%[57.1 µM]	79µM*	-32%	-6%	2%	-9%	19%
> O=C(Nc1cccc(Cl)c1)c1nc[nH]c1C(=O)NCc1ccccc1
  3%	1%	30%	-20%	33%	-1%	0%	1%	37%
> Cc1[nH]n(-c2ccc(Br)cc2)c(=O)c1C=Nc1ccc(S(=O)(=O)Nc2nccs2)cc1
  -12%	7%	?	?	-24%	1%	1%	-2%	19%
> O=C(Nc1ccccc1)Nc1ccc2snnc2c1
  11%	1%	14%[57.1 µM]	-13%[11.4 µM]	-32%[11.4 µM]	2%	?	-2%	0%
> CCN1C(=O)[C@@H]2[C@H](C1=O)[C@@H]1C(=O)Nc3ccccc3C(=O)N1[C@@H]2c1cccc(Cl)c1
  1%	-12%	8%[57.1 µM]	-20%	-2%	-9%	.	-3%	24%
> Cc1ccc(CN(CC(=O)NC2CCCC2)C(=O)CSc2nnc(COc3ccccc3)o2)cc1
  -9%	3%	4%	-27%	-30%	-9%	-19%	i	?
> Cc1ccc(N=C2C(=O)Nc3ccccc32)c(C)c1
  -21%	5%	16%	?	6%	16%	-11%	-1%	-4%

Screening data deposited in PubChem BioAssay by National Center for Advancing Translational Sciences (NCATS).
